Bioassay records as filed in PubChem BioAssay.
TNAP act hiacc – TNAP (human) activation, high acceptor | P05186 | purified TNAP, CDP-star luminescence, 1 M DEA, 30 min; hits give high values; 0 = EDTA background, 1 = DMSO-only activity | activation factor at 20 µM | 200,000 tested, under 10 active | AID 1136;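 active = activation factor at least 2 at 20 µM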
Target sequence (P05186 whole entry, looked up): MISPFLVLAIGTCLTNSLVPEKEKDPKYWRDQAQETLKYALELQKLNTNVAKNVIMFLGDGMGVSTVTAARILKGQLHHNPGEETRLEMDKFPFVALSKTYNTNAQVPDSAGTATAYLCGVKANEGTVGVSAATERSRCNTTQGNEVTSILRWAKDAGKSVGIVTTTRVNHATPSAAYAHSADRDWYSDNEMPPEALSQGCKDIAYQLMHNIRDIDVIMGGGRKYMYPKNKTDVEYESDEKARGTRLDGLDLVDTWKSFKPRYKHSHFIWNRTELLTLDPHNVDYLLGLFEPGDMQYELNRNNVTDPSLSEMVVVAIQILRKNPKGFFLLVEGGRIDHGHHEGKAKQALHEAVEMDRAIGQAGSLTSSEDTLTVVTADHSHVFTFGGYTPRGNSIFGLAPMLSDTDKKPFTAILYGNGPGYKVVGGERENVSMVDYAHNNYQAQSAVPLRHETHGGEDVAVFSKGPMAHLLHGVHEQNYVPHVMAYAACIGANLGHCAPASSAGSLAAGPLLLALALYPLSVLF
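Control set: EDTA negative control, DMSO positive control / Assay system: human TNAP / Quantity: TNAP 1/800 final / Evaluation: TNAP activation factor scaled between EDTA and DMSO control wells / Measured by: luminescent substrate turnover signal / Compound dosing: one dose, 20 µM / Times: 30 min enzyme reaction at room temperature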
bIAP inhibitor – intestinal alkaline phosphatase (bovine) inhibition; purified bovine IAP, CDP-star luminescence, 30 min; inhibition, % at 20 µM; 190,000 tested, under 10 active; AID 1019;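 active = over 50% inhibition of intestinal alkaline phosphatase at 20 µM in the single-dose screen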
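Assay system – bovine IAP enzyme · Quantity – bovine IAP at 1/65,000,000 final dilution · Detection – CDP-star luminescence signal · Times – 30 min reaction at room temperature · Also added – CDP-star substrate at 30 µM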
bIAP act – increases bovine intestinal alkaline phosphatase activity | purified bovine IAP, CDP-star luminescence, 30 min; hits give high values; fold of DMSO-control signal, blank-subtracted | AID 1016 | activation factor at 20 µM | 200,000 tested, 0.17% active;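 active = activation factor of 2 or more at 20 µM, a signal rise over negative controls twice the positive control's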
PPARg SRC-1 ag – agonists of human PPARgamma SRC-1 coactivator recruitment; PPARgamma-SRC-1 coactivator recruitment biochemical assay; activation, % at 8 µM; P37231; 200,000 tested, 0.41% active; in the data active = activation above about 19%;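 note: 0% = DMSO and 100% = reference agonist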
Target sequence (P37231 whole entry, looked up): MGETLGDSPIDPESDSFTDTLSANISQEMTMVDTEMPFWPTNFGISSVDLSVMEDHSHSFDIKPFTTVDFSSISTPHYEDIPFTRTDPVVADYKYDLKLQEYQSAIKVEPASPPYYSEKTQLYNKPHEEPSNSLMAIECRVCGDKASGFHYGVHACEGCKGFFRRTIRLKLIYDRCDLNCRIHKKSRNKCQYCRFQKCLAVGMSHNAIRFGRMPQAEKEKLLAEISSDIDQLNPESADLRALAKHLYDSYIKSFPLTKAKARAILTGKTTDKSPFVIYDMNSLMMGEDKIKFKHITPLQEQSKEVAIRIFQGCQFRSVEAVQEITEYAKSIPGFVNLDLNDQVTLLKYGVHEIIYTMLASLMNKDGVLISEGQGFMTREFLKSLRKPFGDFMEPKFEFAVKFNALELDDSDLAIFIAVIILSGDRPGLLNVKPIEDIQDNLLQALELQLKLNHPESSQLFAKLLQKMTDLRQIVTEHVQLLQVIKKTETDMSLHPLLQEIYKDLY
PPARg SRC-3 ag – PPARgamma-driven SRC-3 recruitment agonism | activation, % at 8 µM | 200,000 tested, 0.26% active | biochemical PPARgamma/SRC-3 coactivator recruitment assay | AID 731; in the data active = activation above about 23%;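 note: 0% = DMSO and 100% = reference agonist; some compounds past the cut are filed as inactive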
TNAP inh no acc – TNAP (human) inhibition, acceptor-free conditions | P05186 | AID 1012 | inhibition, % at 20 µM | 200,000 tested, 0.26% active | purified TNAP, CDP-star luminescence, 30 min;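 active = tissue-nonspecific alkaline phosphatase inhibition above about 50% at 20 µM in the single-dose screen, limit read from the data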;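 note: 0% = DMSO negative control and 100% = EDTA positive control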
HMGR II inh – inhibitors of class II HMG-CoA reductase from Enterococcus faecalis; purified E. faecalis HMGR, NADPH absorbance 340 nm kinetic; inhibition, % at 10 µM; 190,000 tested, 0.41% active; AID 1066;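 active = inhibition above a set limit, the median over all tested compounds plus 3 SD, cut at about 9.5% in these data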;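 note: enzyme runs in reverse so mevalonate oxidation gives rising NADPH absorbance; 0% = complete reaction with DMSO and 100% = background rate lacking mevalonate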
PPARg SRC-2 ag – promotes SRC-2 coactivator recruitment by human PPARgamma; P37231; PPARgamma LBD-SRC-2 recruitment, biochemical; activation, % at 8 µM; 200,000 tested, 0.34% active; in the data active = activation above about 22%;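 note: 0% = vehicle and 100% = reference agonist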
TR-FRET SRC-2 ct – counter-screen for PPARgamma SRC-2 recruitment agonists: TR-FRET artefact. TR-FRET ratio at 8 µM. hits give high values. 200,000 tested, 0.4% active; in the data active = TR-FRET ratio above about 2000; note: inactives centre near 1500
TNAP inh hi DEA – TNAP (human) inhibition, high acceptor; P05186; purified TNAP, CDP-star luminescence, 1 M DEA; inhibition, % at 20 µM; 200,000 tested, 0.03% active;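 active = over 50% inhibition of tissue-nonspecific alkaline phosphatase at 20 µM in the single-dose screen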;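 note: plate controls were DMSO wells for no effect and EDTA-quenched wells as full inhibition for full effect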
* = called active by the depositor; · = not tested or not shown.

SMILES	TNAP act hiacc	bIAP inhibitor	bIAP act	PPARg SRC-1 ag	PPARg SRC-3 ag	TNAP inh no acc	HMGR II inh	PPARg SRC-2 ag	TR-FRET SRC-2 ct	TNAP inh hi DEA
COc1ccc(C2=NN(C(=S)Nc3ccccc3)C(c3ccccc3)C2)cc1 (stereo not given)	1.1	-5	1.1	5	5	-9	-2	2	1723	-6
O=C(Nc1ncnc2sc3c(c12)CCCCC3)c1ccco1	1	10	0.9	-5	-6	-11	-1	0	1446	-4
CC(Nc1ccccc1)c1cccnc1 (stereo not given)	1	-9	1.1	4	1	-5	-5	7	1552	-2
CCC(=O)N(Cc1cc2ccc(C)cc2n2nnnc12)C1CCCCC1	1	-2	1	1	-13	-4	-2	-1	1455	-1
CCCN(CC(=O)Nc1ccc(Cl)cc1Cl)C(=O)/C=C/c1cccc([N+](=O)[O-])c1	1	9	0.9	8	-4	1	-8	10	1710	3
CC(=O)/C(=N\Nc1ccccc1)Sc1cccc2cccnc12	1	2	1	6	3	-11	-3	4	1587	0
O=C(NCc1cccs1)c1cc(-c2ccccc2)nc2ccccc12	1	1	1	3	3	2	1	-5	1567	3
Cc1ccc(S(=O)(=O)N2CCOCC2)cc1NC(=O)COC(=O)c1ccccc1OCc1c(C)noc1C	1	22	0.8	2	2	-13	0	1	1623	-2
NC1=NS(=O)(=O)NC1c1ccc(F)cc1 (stereo not given)	1	15	0.8	0	1	-2	-1	0	1356	4
COc1cccc(CNc2nc3nc(C)cc(C)n3n2)c1	1.1	11	0.9	2	8	-12	0	8	1787	-6
c1csc(-c2noc(CN3CCc4sccc4C3)n2)c1	1	-2	1	4	6	-1	3	9	1661	1
CCN(c1cccc(C)c1)S(=O)(=O)c1ccc2[nH]c(=O)c(=O)[nH]c2c1	1	-12	1.1	2	2	-22	-4	12	1686	-4
O=C(COc1ccccc1[N+](=O)[O-])OC1CCS(=O)(=O)C1 (stereo not given)	1	3	1	2	-1	-6	-6	2	1409	4
CN(C)c1ccc(NC(=O)c2ccc(Cn3cc([N+](=O)[O-])cn3)cc2)cc1	0.9	4	1	8	7	3	-1	9	1349	5
N=c1n(Cc2ccc(Cl)cc2)c2ccccc2n1CC(O)c1ccco1 (stereo not given)	1	-36	1.4	6	-4	13	5	3	1720	-4
CC1=C(C#N)C(Nc2cccc(C)n2)(C(F)(F)F)C(=O)N1 (stereo not given)	1	12	0.9	-1	-9	-4	1	3	1635	1
COc1ccc(C2c3c4c(n(C)c3CCN2C)CCN(C)C4c2ccc(OC)cc2)cc1 (stereo not given)	1	-3	1	2	-3	1	-3	-4	1470	2
O=C(NCC1CCN(c2ccc(S(=O)(=O)N3CCOCC3)cc2)CC1)c1ccc(Cl)cc1	1.1	-15	1.2	5	11	-10	-2	7	1704	-6
Cc1cc(C(=O)CN2C(=O)NC3(CCCCC3)C2=O)c(C)n1-c1ccc2c(c1)OCO2	1	·	0.3	-3	-3	-6	-1	-5	1735	2
Cc1cccc(S(=O)(=O)c2c(N)n(Cc3ccco3)c3nc4ccccc4nc23)c1	1	-22	1.2	4	4	-8	0	0	1805	-2
Cc1cccc(N2C(N)=NC(N)=NC23CCCCC3)c1	1	-8	1.1	8	4	-7	-7	1	1430	-1
CNC(=O)CCc1nc(-c2ccc(C(C)(C)C)cc2)no1	1	0	1	4	-4	1	-2	-2	1682	-4
Cc1nc2ccc(S(=O)(=O)Nc3cc(-c4nc5cccnc5s4)ccc3C)cc2s1	1	-1	1	3	2	0	-6	3	1532	4
O=C(NNS(=O)(=O)c1ccc(F)cc1)c1ccc(S(=O)(=O)N2CCCCC2)cc1	1.1	-1	1	4	4	-15	-2	2	1481	-5
O=C1N/C(=C/c2ccc(N3CCCC3)cc2)C(=O)N1c1ccccc1	0.9	13	0.9	5	-3	-5	0	-1	1481	6
More entries.
SMILES	TNAP act hiacc	bIAP inhibitor	bIAP act	PPARg SRC-1 ag	PPARg SRC-3 ag	TNAP inh no acc	HMGR II inh	PPARg SRC-2 ag	TR-FRET SRC-2 ct	TNAP inh hi DEA
CCn1c(SCC(=O)NCc2ccco2)nc2ccccc2c1=O	1	-7	1.1	10	2	-9	0	9	1585	-2
Cc1nc2nc(-c3cccnc3)nn2c(C)c1Cl	1	-1	1	1	-3	-10	-1	-4	1506	-3
Cc1ccc(S(=O)(=O)N(C)C)cc1NC(=O)c1ccncc1	1	-9	1.1	3	1	2	-1	3	1524	-4
COCCSc1ccccc1C(=O)Nc1ccc2c(c1)OCCO2	1.1	19	0.8	7	6	-3	-3	7	1653	-7
CCOC(=O)C1CCN(CC(=O)Nc2cc(C)nn2-c2nc3ccccc3s2)CC1	1	10	0.9	-2	-1	-7	5	14	1702	-1
COc1ccc(N=C2SC(C(=O)O)CC(=O)N2C)cc1 (stereo not given)	1.1	1	1	1	0	-2	2	14	1334	-6
O=C(Nc1nnc(CCS(=O)(=O)c2ccc3ccccc3c2)s1)c1ccc([N+](=O)[O-])cc1	1	-13	1.1	-3	4	-10	-4	-2	1667	-3
COc1ccc(-c2[nH]ncc2CN2C[C@@H]3CCC[C@H]2C3)c(F)c1	1.1	-1	1	-2	-1	76*	-3	-2	1613	-7
Cc1[nH]n(-c2ccccc2)c(=O)c1CCOC(=O)c1cccc(C(F)(F)F)c1	1	1	1	2	-2	-9	-3	1	1462	-2
Cc1cc2n(n1)C(c1ccsc1)Nc1ccccc1-2 (stereo not given)	1.1	22	0.8	3	6	-12	1	7	1572	-5
NC(N)=N/N=C/c1ccc(Cl)c([N+](=O)[O-])c1	1	4	1	1	0	-9	1	6	1700	-3
CC(Nc1cccc(F)c1)C(=O)Nc1ccc(S(N)(=O)=O)cc1 (stereo not given)	1.1	-7	1.1	5	-2	-9	-6	4	1512	-5
CCOC(=O)/C(=C\C=C1/Sc2ccccc2N1CC)C(C)=O	0.7	16	0.8	2	6	31	-5	-1	1420	34
CNC(=O)c1ccc(-c2nc(-c3ccccc3)cs2)cc1	1	-1	1	4	1	-10	-3	3	1681	-5
O=C(CCSc1nc2ccccc2s1)N/N=C/c1c(O)ccc2ccccc12	1	12	0.9	5	4	-75	-6	12	1690	4
O=C(CSc1nncs1)N1CCN(S(=O)(=O)c2ccccc2)CC1	1.1	0	1	2	0	-11	-5	7	1534	-6
O=C(NCc1ccco1)c1ccc(NS(=O)(=O)c2cccc([N+](=O)[O-])c2)cc1	1	5	1	3	0	-5	4	10	1647	-3
Cc1ccccc1C(=O)NC(=S)Nc1ccc2[nH]c(=O)[nH]c2c1	1.1	-18	1.2	5	6	-6	-1	2	1606	-6
S=c1[nH]cc(Cc2ccccc2)s1	1	0	1	-2	-4	20	-1	9	1586	1
CC1=C(C(=O)OC(C)(C)C)C(c2ccco2)C(C#N)=C(N)O1 (stereo not given)	1	29	0.7	-2	-1	-5	-4	3	1413	2
CC1CCc2nn(CC(=O)Nc3c(F)cc(F)cc3Br)cc2C1 (stereo not given)	1.1	-1	1	·	·	-18	-4	·	·	-9
Cc1ccc(-c2cc(C(=O)N3CCN(c4ncccn4)CC3)c3cc(Br)ccc3n2)o1	1	-17	1.2	12	9	-1	-3	10	1640	-3
CCN(CC)S(=O)(=O)c1cccc2c(N(C)C)cccc12	1.1	-7	1.1	6	4	-16	4	3	1683	-12
CC(NC(=O)C1CCC1)c1ccc(Cl)cc1 (stereo not given)	1	8	0.9	-4	-10	-14	-2	16	1479	-5
Cc1noc(C)c1COC(=O)COc1ccc(C#N)cc1	1.1	0	1	13	2	-11	-1	7	1811	-7
Further compounds follow:
SMILES	TNAP act hiacc	bIAP inhibitor	bIAP act	PPARg SRC-1 ag	PPARg SRC-3 ag	TNAP inh no acc	HMGR II inh	PPARg SRC-2 ag	TR-FRET SRC-2 ct	TNAP inh hi DEA
CS(=O)(=O)N1CCCC(C(=O)NCc2cccs2)C1 (stereo not given)	1	0	1	0	-4	-7	4	-4	1542	-1
COc1ccc(C2(C)NC(=O)N(CC(=O)Nc3ccc(S(=O)(=O)N4CCCC4)cc3)C2=O)cc1 (stereo not given)	1.1	-1	1	1	6	-14	-6	5	1664	-6
O=C(Nc1ccc(Cl)cc1C(F)(F)F)C(Sc1nnc(-c2cccs2)o1)c1ccccc1 (stereo not given)	1	0	1	6	-2	-13	-9	3	1533	-3
COc1ccc(S(=O)(=O)NCc2ccco2)cc1-c1nnc2c3ccccc3c(C)nn12	1	6	0.9	0	-3	-2	2	9	1641	-4
Cn1nnnc1SCC(=O)N1CCN(c2cccc(Cl)c2)CC1	1	-3	1	8	3	-10	-2	4	1561	-3
CCOC(=O)Cc1csc(NC(=S)NC(=O)c2ccc(Cl)cc2)n1	1	9	0.9	-4	-10	17	-9	-2	1300	4
CCOC(=O)C(C)n1cnc2c(nnn2-c2cccc(Cl)c2)c1=O (stereo not given)	1.1	10	0.9	4	-1	-20	0	-1	1581	-6
O=C(O)c1ccccc1N/C=C\[N+](=O)[O-]	1	6	0.9	-5	1	-3	0	-8	1553	-2
CC(C)=CC(=O)Nc1ccc(S(=O)(=O)Nc2ccccn2)cc1	1	-1	1	1	7	-9	1	9	1626	-2
Nc1ccccc1Sc1nc2ccccc2[nH]1	1	-16	1.2	7	3	-16	-4	-1	1718	-3
CC(NC(=S)Nc1ccc(S(N)(=O)=O)cc1)c1ccc2c(c1)OCO2 (stereo not given)	1	6	0.9	7	10	2	-1	5	1638	-1
CCC(Sc1nncn1C)C(=O)Nc1ccccc1OC (stereo not given)	1	5	0.9	3	2	-11	-1	-1	1404	-5
CSCC[C@H](NC(=O)OC(C)(C)C)c1nnc(SCC(=O)Nc2ccc(C)cc2C)o1	1	-8	1.1	2	-16	-20	-4	-8	1640	-4
c1ccc(SCCOCCn2cncn2)cc1	1	8	0.9	-6	3	-4	-7	1	1271	-4
CCOC(=O)c1c(NC(=O)CN2CCOCC2)sc2c1CCCC2=O	1.1	1	1	3	5	-9	-3	2	1465	-6
C=CCOc1ccc(/C(O)=C2/C(=O)C(=O)N(CCCN3CCOCC3)C2c2ccccc2)cc1 (stereo not given)	·	·	·	3	2	·	·	11	1458	·
CCC/C(=N\NC(=O)CNC(=O)c1ccc(Cl)cc1)c1ccccc1	1	-11	1.1	8	-2	-8	-3	-8	1631	-3
O=C(N/N=C/c1ccncc1)c1cccc(N/N=C/c2ccncc2)c1	1	5	0.9	8	7	-14	0	11	1781	-4
CN1C(=C2C(=O)OC(C)(C)OC2=O)Sc2ccccc21	1	4	1	-1	3	2	-3	0	1566	-1
COc1ccc(-c2nnn(CCc3nn[nH]n3)n2)cc1OC	0.9	8	0.9	-5	-8	-3	2	-11	1381	5

Molecules above containing bromine:
SMILES	TNAP act hiacc	bIAP inhibitor	bIAP act	PPARg SRC-1 ag	PPARg SRC-3 ag	TNAP inh no acc	HMGR II inh	PPARg SRC-2 ag	TR-FRET SRC-2 ct	TNAP inh hi DEA
CC1CCc2nn(CC(=O)Nc3c(F)cc(F)cc3Br)cc2C1 (stereo not given)	1.1	-1	1	·	·	-18	-4	·	·	-9
Cc1ccc(-c2cc(C(=O)N3CCN(c4ncccn4)CC3)c3cc(Br)ccc3n2)o1	1	-17	1.2	12	9	-1	-3	10	1640	-3
